Screens (PubChem)
MrgX1 allo act – allosterically activates human MrgX1 receptor signaling; Q96LB2; B-score at 10 µM; AID 588675; 310,000 compounds, 0.63% hits; MrgX1-HEK293, Fluo-4 calcium flux, FDSS; stronger effect = higher value;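 active means plate-corrected calcium response at least 3 library SD above typical, normal starting fluorescence, not activating the receptor alone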;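 further: compound read alongside a low EC10 to EC30 dose of BAM8-22 agonist; peak minus trough fluorescence over baseline measured at the second addition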
TRPC4 act – activators of mouse TRPC4 channel | Q9QUQ5 | HEK293 TRPC4beta/mu-opioid, Fluo4 calcium fluorescence; stronger effect = higher value | B-score at 10 µM | 310,000 compounds, 0.49% hits;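 active means B-score above 5 SD of library B-scores, and initial fluorescence ratio not above library mean plus 5 SD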;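 further: positive B-score marks a calcium rise read as TRPC4 activation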
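Assay system: HEK293 stable line with TRPC4beta plus mu-opioid receptor; schedule: 45 min room-temperature Fluo4 loading, 110 s read; technique: kinetic Fluo4 calcium fluorescence; evaluation: integrated baseline-normalised fluorescence ratio, converted to per-well B score; controls: buffer (low) and maximal DAMGO (high)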
TRPC4 potent – allosteric potentiators of mouse TRPC4 channel; Q9QUQ5; HEK293 TRPC4beta/mu-opioid, DAMGO EC20, Fluo-4 Ca2+ flux; stronger effect = higher value; B-score at 10 µM; 310,000 compounds, 0.42% hits; AID 2227;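 active means B-score of calcium response area above 5 SD of library B-scores, with initial fluorescence ratio within 5 SD of library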;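 further: B-score of integrated fluorescence ratio over time as area under calcium response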
TRPC6 inh – mouse TRPC6 channel inhibition; Q61143; HEK293-TRPC6, membrane potential dye, ACh-evoked depolarization; stronger effect = lower value; B-score at 10 µM; 310,000 compounds, 1.1% hits; AID 2553;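 active means B-score under library mean minus 3 SD, initial fluorescence not abnormally high, positive integrated signal ratio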;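 further: B-score derived from integrated fluorescence ratio over the kinetic read; more negative B-score means stronger inhibition of depolarization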
ANO1 block – blocks the mouse calcium-activated chloride channel TMEM16A; AID 588511; normalized B-score (activity score, 25-100; higher = stronger inhibition) at 10 µM; Q8BHY3; HEK293 TMEM16A/YFP iodide influx fluorescence, ionomycin; 310,000 compounds, 1.2% hits;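 active means ratio plate-corrected score three or more library SD toward inhibition, starting fluorescence score within five deviations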;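 further: score derived from kinetic fluorescence span divided by baseline fluorescence per well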
Target sequence (Q8BHY3 whole entry, looked up): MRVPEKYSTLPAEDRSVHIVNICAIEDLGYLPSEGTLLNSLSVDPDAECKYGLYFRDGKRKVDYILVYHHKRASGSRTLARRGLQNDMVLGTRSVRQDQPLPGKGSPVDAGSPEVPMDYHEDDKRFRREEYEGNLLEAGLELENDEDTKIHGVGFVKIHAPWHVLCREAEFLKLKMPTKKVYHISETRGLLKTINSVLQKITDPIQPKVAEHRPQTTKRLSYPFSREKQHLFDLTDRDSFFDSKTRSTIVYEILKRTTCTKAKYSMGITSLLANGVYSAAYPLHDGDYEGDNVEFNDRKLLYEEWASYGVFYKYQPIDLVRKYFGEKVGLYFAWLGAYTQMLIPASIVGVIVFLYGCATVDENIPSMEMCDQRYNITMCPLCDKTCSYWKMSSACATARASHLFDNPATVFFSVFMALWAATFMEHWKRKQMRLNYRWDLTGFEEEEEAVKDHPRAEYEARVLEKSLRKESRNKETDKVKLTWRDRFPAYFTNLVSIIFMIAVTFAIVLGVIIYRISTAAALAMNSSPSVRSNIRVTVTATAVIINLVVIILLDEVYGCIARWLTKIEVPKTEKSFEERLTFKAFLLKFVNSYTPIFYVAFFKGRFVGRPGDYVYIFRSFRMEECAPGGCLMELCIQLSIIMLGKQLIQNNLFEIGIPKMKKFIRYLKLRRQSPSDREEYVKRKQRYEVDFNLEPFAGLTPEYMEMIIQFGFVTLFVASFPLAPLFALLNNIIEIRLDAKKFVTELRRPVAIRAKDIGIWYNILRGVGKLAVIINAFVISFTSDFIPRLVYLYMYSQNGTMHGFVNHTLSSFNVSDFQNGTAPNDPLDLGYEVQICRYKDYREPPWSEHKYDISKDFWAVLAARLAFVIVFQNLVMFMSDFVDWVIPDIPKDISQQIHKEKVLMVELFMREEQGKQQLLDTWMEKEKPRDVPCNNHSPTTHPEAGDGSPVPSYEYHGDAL
ANO1 activ – activates or potentiates the mouse TMEM16A chloride channel; Q8BHY3; HEK293 TMEM16A/YFP-H148Q/I152L, iodide quench fluorescence; stronger effect = lower value; B-score at 10 µM; 340,000 compounds, 0.3% hits; AID 623877;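 active means fluorescence-ratio B-score plate-corrected deviation score at least 3 library SD below zero, with starting fluorescence score within 5 deviations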;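 further: channel opened by trigger with iodide after compound preincubation; score built on the fluorescence ratio of max minus min over baseline; more negative score means more quench and so TMEM16A activation or potentiation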
MrgX1 antagonist – blocks BAM8-22 activation of human MrgX1 receptor; MRGX1-HEK293 calcium flux, Fluo-4, BAM8-22 antagonism; stronger effect = lower value; B-score at 10 µM; 310,000 compounds, 1.3% hits; AID 588676;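 active means calcium-response B-score plate-corrected more than 3 library SD below zero, starting fluorescence within 5 deviations, no agonist response on first addition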;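 further: peak minus trough fluorescence over baseline after final BAM8-22 challenge near maximal dose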
TRPC6 activator – activators of mouse TRPC6 channel; Q61143; HEK293-TRPC6 membrane potential dye fluorescence; stronger effect = higher value; B-score at 10 µM; 310,000 compounds, 0.13% hits; AID 2550;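 active means B-score of the integrated fluorescence ratio above library mean plus 3 SD, and starting fluorescence ratio within library mean plus 5 SD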;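 further: higher score means more depolarization so channel activation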
TRPC4 inh – blocks the mouse TRPC4 cation channel | HEK293 TRPC4beta/mu-opioid, DAMGO-evoked Fluo4 calcium flux; stronger effect = lower value | B-score at 10 µM | 300,000 compounds, 0.39% hits | AID 2247;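 active means B-score over 3 SD under the library average, no early fluorescence shift, positive overall ratio signal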
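Signal: kinetic Fluo4 fluorescence imaging of calcium influx. Material: stable TRPC4beta/mu-opioid receptor HEK293 cells. Probe or stimulus: DAMGO in two steps, submaximal then maximal.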
MrgX1 ag – human MrgX1 receptor agonism, primary screen | Q96LB2 | AID 588627 | B-score at 10 µM | MrgX1-HEK293 cells, Fluo-4 calcium fluorescence, agonist mode; stronger effect = higher value | 310,000 compounds, 0.44% hits;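 active means calcium response B-score plate-corrected fluorescence ratio at least 3 library SD, with starting fluorescence B-score inside 5 SD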
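System: HEK293 cells stably expressing human MrgX1 receptor; Dosing: test compound in the initial addition of three; Schedule: overnight plating, then 30 min 37 °C plus 30 min room-temperature dye loading; Detection: kinetic calcium dye fluorescence, Fluo-4 NW; Controls: per-plate positive and negative controls for Z′ factor.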
RGS4 inh – inhibitors of human RGS4; P49798; HEK293 M3R/RGS4 inducible, Fluo-4 calcium flux; stronger effect = higher value; triggered by carbachol at its EC20; B-score at 10 µM; 310,000 compounds, 0.45% hits;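 active means B-score, a plate-corrected calcium signal, over three deviations above library mean, with baseline fluorescence within five deviations of library mean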;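 further: RGS4 expression induced by doxycycline in cells with stable M3 receptor; B-score is computed from the integrated fluorescence ratio over baseline after carbachol; higher B-score means a larger calcium signal and so more RGS4 inhibition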
Starred values were filed as active, the others as inactive; i = inactive; / = not tested or not shown.

Below each compound: ANO1 activ	TRPC4 potent	TRPC6 activator	TRPC4 act	MrgX1 allo act	TRPC4 inh	RGS4 inh	MrgX1 ag	ANO1 block	TRPC6 inh	MrgX1 antagonist
- CCOc1ccc(C(c2c(C)[nH][nH]c2=O)c2c(C)[nH][nH]c2=O)cc1OCC
  i	i	i	i	i	i	i	i	i	i	i
- Cc1csc2nc3ccccc3c(=O)n12
  i	i	i	i	i	i	i	i	i	i	i
- C=CCNC(=O)C1CC(=O)N(c2ccc(OCC(=O)NCc3ccccc3)cc2)C1 (configuration not stated)
  i	i	i	i	i	i	i	i	i	i	i
- CCOC(=O)Cn1cnc2c(nnn2-c2ccc(F)cc2)c1=O
  i	i	i	i	i	i	i	i	i	i	i
- CCN(c1ccccc1)S(=O)(=O)c1ccc(Cl)c(C(=O)N(CC2CCCO2)C2CCS(=O)(=O)C2)c1 (configuration not stated)
  i	i	i	i	i	i	i	i	i	i	i
- c1ccc2sc(-c3ccc4c(c3)OCO4)nc2c1
  i	/	/	/	i	/	/	i	i	/	i
- O=C(NNc1ccc([N+](=O)[O-])cc1[N+](=O)[O-])C1C2CCCCC21 (configuration not stated)
  i	i	i	i	i	i	i	i	i	i	i
- O=C(COc1ccc(Cl)cc1)Nc1cc(S(=O)(=O)N2CCCCC2)ccc1N1CCCCC1
  i	i	i	i	i	i	i	i	i	i	i
- O=c1oc2ccccc2c(Cl)c1CN1CCCCC1
  i	i	i	i	i	i	i	i	i	i	i
- CC(Oc1ccccc1Cl)C(=O)Nc1ccc(S(=O)(=O)N2CCCC2)cc1 (configuration not stated)
  i	i	i	i	i	i	i	i	i	i	i
- Cc1cccc(CN2CCC(CNC(=O)Cn3ncc4c([nH]c5ccccc54)c3=O)CC2)c1
  i	i	i	i	i	i	i	i	i	i	i
- O=C(CC1CCCCC1)Nc1c2c(nn1-c1ccc(F)cc1)CS(=O)(=O)C2
  i	i	i	i	i	i	i	i	i	i	i
- CCOC(=O)CCSCC(=O)Nc1nnc(C)s1
  i	i	i	i	i	i	i	i	i	i	i
- Cc1oc(-c2ccccc2F)nc1CS(=O)(=O)CC(=O)NC(C)CCc1ccccc1 (configuration not stated)
  i	i	i	i	i	i	i	i	i	i	i
- COC(=O)c1sc(C(F)(F)F)c(-c2ccccc2)c1S(=O)(=O)N1CCCC1
  i	i	i	i	i	i	i	i	i	i	i
- Cc1cc(C)n(C(=O)CNC(=O)c2cccc(Cl)c2)n1
  i	i	i	i	/	i	i	/	/	i	/
- O=C(NCC(=O)N(Cc1ccccc1)C(C(=O)NCC1CCCO1)c1ccccc1)c1ccco1 (configuration not stated)
  i	i	i	i	i	i	i	i	i	i	i
- CSc1ccc(CCNC(=O)C2CCN(c3nnc(-n4cccc4)s3)CC2)cc1
  i	i	i	i	i	i	i	i	i	i	i
- Brc1ccc(-c2cnnc(N3CCCC3)n2)cc1
  i	i	i	i	i	i	i	i	i	i	i
- Cc1nonc1OCCNc1ccc([N+](=O)[O-])cc1[N+](=O)[O-]
  i	/	/	/	i	/	/	i	i	/	i
- COc1ccc(CC(=O)Nc2cc(S(=O)(=O)N3CCOCC3)ccc2N2CCOCC2)cc1
  i	i	i	i	i	i	i	i	i	i	i
- COC(=O)c1ccc(COc2ccccc2/C=N/NC(=O)c2cccnc2)cc1
  i	i	i	i	i	i	i	i	i	i	i
- CCOC(=O)/C(C#N)=C/c1c(N2CCCCCC2)nc2ccccn2c1=O
  i	i	i	i	i	i	i	i	i	i	i
- COC(=O)CNC(=O)CSc1ccccn1
  i	i	i	i	i	i	i	i	i	i	i
- O=S(=O)(c1cccc2nsnc12)N1CCOCC1
  i	i	i	i	i	i	i	i	i	i	i
- CCCCN(C)CCNC(=O)c1cn(C)c(=O)c2c1c1ccccc1n2C
  i	i	i	i	i	i	i	i	i	i	i
- O=c1[nH]c(-c2ccc(Cl)cc2)nc2c1cnn2-c1ccccc1
  /	i	i	i	/	i	i	/	/	i	/
- O=S(=O)(NCCSc1ccc(Cl)cc1)c1ccc2c(c1)OCCO2
  i	i	i	i	i	i	i	i	i	i	i
- Cc1cccn2c(CN(C)CCC3CCCCO3)c(C(=O)N3CCCCC3)nc12 (configuration not stated)
  i	i	i	i	i	i	i	i	i	i	i
- CN(C)c1ccc(S(=O)(=O)NCC(=O)NCC2CCCCC2)cc1[N+](=O)[O-]
  i	i	i	i	i	i	i	i	i	i	i
- CCOc1ccc(/C=C/C(=O)NCc2ccccc2)cc1
  i	i	i	i	i	i	i	i	i	i	i
- COc1ccc(CNc2cc(C)nc3ccc(OC)cc23)cc1
  i	i	i	i	i	i	i	i	i	i	i
- CCc1ccc(N(CC)c2ncnc3nc[nH]c23)cc1
  i	i	i	i	i	i	i	i	i	i	i
- CCCCCN(CCCCC)C(=O)C(CCC(=O)O)NC(=O)c1ccc(Cl)c(Cl)c1 (configuration not stated)
  i	i	i	i	i	i	i	i	i	i	i
- O=[N+]([O-])c1ccc([N+](=O)[O-])c(Nc2ccc(N3CCOCC3)cc2)c1
  i	i	i	i	i	i	i	i	i	i	i
- COC(=O)c1n[nH]n(-c2ccc(F)c(Cl)c2)c1=O
  i	i	i	i	i	i	i	i	i	i	i
- Cc1cc(C)c(C#N)c(SCC(=O)CC(=O)OC(C)C)n1
  i	i	i	i	i	i	i	i	i	i	i
- COc1ccc(-n2cc(-c3ccccc3)c3c(NCCCN4CCOCC4)ncnc32)cc1
  i	i	i	i	i	i	i	i	i	i	i
- Cc1cc(C)cc(NC(=O)C(Sc2nnc(C)c(=O)[nH]2)c2ccccc2)c1 (configuration not stated)
  i	i	i	i	i	i	i	i	i	i	i
- CN(Cc1ccccc1)S(=O)(=O)c1ccc(OCC(=O)NCc2ccncc2)cc1
  i	i	i	i	i	i	i	i	i	i	i
- CC1CCN(C(=O)CCc2nnc3ccc(NCCCN4CCCC4=O)nn23)CC1
  i	i	i	i	i	i	i	i	i	i	i
- CC(C)(c1ccccc1)c1ccc(OCCN2CCCC2)cc1
  i	i	i	i	i	i	i	i	i	i	i
- Cc1nn(C)c(C)c1CN(C)C(=O)C1(C)CC1(Br)Br (configuration not stated)
  i	i	i	i	i	i	i	i	i	i	i
- CCOC(=O)c1c(CC(C)C)csc1NC(=O)COC(=O)c1cc(OC)c(OC)cc1[N+](=O)[O-]
  i	i	i	i	i	i	i	i	i	i	i
- COc1cc(OC)c(C2C3=C(CCCC3=O)Nc3nc4ccccc4n32)cc1OC (configuration not stated)
  i	i	i	i	i	i	i	i	i	i	i
- COc1cc([N+](=O)[O-])ccc1NC(=O)Cc1ccc(C)cc1
  i	i	i	i	i	i	i	i	i	i	i
- CCCOc1ccc(C(=O)Nc2ccc(N3CCN(C(C)=O)CC3)cc2)cc1
  i	i	i	i	i	i	i	i	i	i	i
- COc1ccccc1N1CCN(S(=O)(=O)c2ccc3c(c2)CC(C)N3C(C)=O)CC1 (configuration not stated)
  i	i	i	i	i	i	i	i	i	i	i
- Cc1nn(CC(=O)NCc2ccc(-n3cccn3)cc2)c(C)c1[N+](=O)[O-]
  i	i	i	i	i	i	i	i	i	i	i
- Cc1nc2ccccc2n1Cc1ccccc1Br
  i	i	i	i	i	i	i	i	i	i	i
- CCOC(=O)c1cc(C)n(-n2cnnc2)c1C
  i	i	i	i	i	i	i	i	i	i	i
- O=C(c1cc2c(cc1Br)OCCCO2)N1CCCCC1
  i	i	i	i	i	i	i	i	i	i	i
- CN(C(=O)N1CCN(S(=O)(=O)c2ccccc2)CC1)c1ccccc1
  i	i	i	i	i	i	i	i	i	i	i
- CCc1cccc(Nc2c([N+](=O)[O-])cc(C(=O)N3CC(=O)Nc4ccccc43)cc2[N+](=O)[O-])c1
  i	i	i	i	i	i	i	i	i	i	i
- COc1ccc(-n2c(-c3ccccc3)nc(=S)c3c2CCCC3)cc1
  i	i	i	i	i	i	i	i	i	i	i
- COc1ccc(CN(C)C(=O)c2ccc(NS(=O)(=O)c3ccc(F)cc3)cc2)c(OC)c1
  i	i	i	i	i	i	i	i	i	i	i
- COc1ccc(C2CC(=O)n3nc(C45CC6CC(CC(C6)C4)C5)nc3S2)cc1OC (configuration not stated)
  i	i	i	i	i	i	i	i	i	i	i
- CCc1[nH]c(C)c(C(C)=O)c1C
  i	i	i	i	i	i	i	i	i	i	i
- Cc1ccc2c(c1)N(CC(=O)N1CCCC1)C(=O)C(C)O2 (configuration not stated)
  i	i	i	i	i	i	i	i	i	i	i
- COCCOC(=O)c1c(C)oc2ccc(O)c(CN3CCC(C)CC3)c12
  i	i	i	i	i	i	i	i	i	i	i

(next part)
Below each compound: ANO1 activ	TRPC4 potent	TRPC6 activator	TRPC4 act	MrgX1 allo act	TRPC4 inh	RGS4 inh	MrgX1 ag	ANO1 block	TRPC6 inh	MrgX1 antagonist
- Fc1cccc2sc(Nc3nnc(-c4ccccc4)o3)nc12
  i	i	i	i	i	i	i	i	i	i	i
- Cc1cccc(C(=O)N/C(=C\c2ccco2)C(=O)N2CCCC2)c1
  i	i	i	i	i	i	i	i	i	i	i
- COc1ccc(Cl)cc1NC(=S)N(Cc1ccc(C(=O)O)cc1)Cc1ccc(OC)c(OC)c1
  i	i	i	i	i	i	i	i	i	i	i
- CC(=O)/C(N)=N/Nc1cccc(Cl)c1
  i	i	i	i	i	i	i	i	i	i	i
- Cc1onc(-c2ccccc2)c1C(=O)N/N=C/c1ccc(Br)cc1
  i	i	i	i	i	i	i	i	i	i	i
- CCOC(=O)C1CCCN(CCC(=O)Nc2cccc(C)c2)C1 (configuration not stated)
  i	i	i	54*	i	i	i	i	i	i	i
- COC(=O)c1c(C(=O)OC)c(-c2ccccc2)n2c1CCC2
  i	i	i	i	i	i	i	i	i	i	i
- CC(C)CCN1CCN=C1N(C)C
  i	/	/	/	i	/	/	i	i	/	i
- Cc1ccc(C(O)(C(=O)NNc2ccc3ccccc3n2)c2ccc(C)cc2)cc1
  i	i	i	i	i	i	i	i	i	i	i
- Cc1ccc(S(=O)(=O)N2C(=O)c3cccc4cccc2c34)cc1
  i	i	i	i	i	i	i	i	i	i	i
